GAA inh = alpha-glucosidase (human) inhibition | 200,000 compounds, 0.005% hits | Potency, µM (titrated, usually from 76.9 µM), without a hit: at the top dose activity change, negative = inhibition, hits mostly inhibitors | purified human GAA, 4-MU-alpha-glucoside fluorescence | P10253 | AID 1466;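 also: potency is read from the fitted curve at half-maximal effect; plate controls were uninhibited enzyme wells for no effect and no-enzyme background for full effect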
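Read-out is 4-methylumbelliferone fluorescence (Ex 365/Em 440 nm) after NaOH/glycine stop at pH 10. Enzyme 4 nM, substrate 400 uM, pH 5.0 citrate buffer, 20 min room temperature; AC50 from Hill-equation concentration-response.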
GAA glycogen mod = GAA glycogen-cleavage inhibition or activation. P10253. recombinant GAA, glycogen substrate, Amplex Red glucose oxidase fluorescence. Potency, µM (doses to about 76.4 µM), for inactives: at the top dose activity change, negative = inhibition, usual class: inhibitors. 300,000 compounds, 0.38% hits. AID 2100;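 also: potency is read from the fitted curve at half-maximal effect; 0% = full enzyme reaction and -100% = no-enzyme basal signal; the screen sought inhibitors and activators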
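qHTS, 1536-well; enzyme 4 nM final; cpd up to 77 uM; substrate bovine liver glycogen 30 ug; 50 mM citrate/phosphate pH 5.0, 0.01% Tween-20; 37 C, 40 min; Amplex Red detection 45 min RT; Hill fit → AC50.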
Lamin A splicing = LMNA splicing modulation | HeLa LMNA splicing GFP/RFP minigene ratio, 48 h | Potency, µM (series often up to 46.1 µM), for the others: top-dose ratio change, negative = inhibition, hits mostly inhibitors | 200,000 compounds, 0.01% hits | AID 1487; active = well fitted inhibition curve with a large enough effect in the signal ratio, with a control signal flat, not every such curve was filed as active; inconclusive = small, poorly fitted or top-dose-only effect, or effect the other way, or a change in a side signal; the % refers to the signal ratio; also: potency is read from the fitted curve at half-maximal effect; % is scaled to controls: 0 for no effect and ±100 for the full control effect
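S3 HeLa stable clones carrying a lamin A-EGFP splicing minigene plus DsRed2 were seeded at 600 cells/well in Opti-MEM with 2% FBS, pin-dosed and incubated 48 h at 37°C. Acumen cytometry (488 nm) gave the GFP/RFP total-intensity ratio.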
GAA spleen mod = inhibitors or activators of human alpha-glucosidase in spleen homogenate. Potency, µM (highest dose often 79.9 µM), for the others: top-dose activity change, negative = inhibition, actives largely listed as inhibitors. P10253. human spleen homogenate, 4-MU-alpha-glucoside fluorescence. AID 2112. 240,000 compounds, 0.006% hits;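 also: potency is read from the fitted curve at half-maximal effect; 0% = enzyme with vehicle and -100% = no enzyme basal signal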
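Enzyme source: human spleen homogenate, 1 ug/well. Buffer 50 mM citric acid/K phosphate pH 5.0, 0.01% Tween-20. 4-MU-alpha-glucoside 1 mM; 37 C x 40 min; NaOH/glycine stop; fluorescence.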
HTT cytoprotect = cytoprotection in Huntington HTT-Q103 PC12 cell model; 230,000 compounds, 0.14% hits; AID 1471; Potency, µM (doses to about 56.4 µM), inactives show cytoprotection (ATP increase), most hits filed as activators; PC12 HTT-Q103 induced, cytoprotection, ATP luminescence, 40 h;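 also: potency is read from the fitted curve at half-maximal effect; % of control where 0% means no effect; nearly all actives have a fitted effect of over 45% in size; toxic huntingtin expression switched on by the ecdysone agonist tebufenozide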
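ATP quantification (ATPlite) reports survival of PC12 cells in which tebufenozide, 100 nM final, switches on Htt exon 1 with 103 glutamines linked to GFP; compounds are titrated.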
CBFb-RUNX1 inh = CBF-beta/RUNX1 interaction disruption | Potency, µM (series often up to 59.8 µM), for inactives: at the top dose activity, negative = inhibition, hits mostly inhibitors | AlphaScreen CBFb-His/RUNX1-biotin binding, biochemical | Q01196+Q13951 | 230,000 tested, under 10 active; also: % of control where 0% means no effect
Target sequence (Q01196 whole entry, looked up): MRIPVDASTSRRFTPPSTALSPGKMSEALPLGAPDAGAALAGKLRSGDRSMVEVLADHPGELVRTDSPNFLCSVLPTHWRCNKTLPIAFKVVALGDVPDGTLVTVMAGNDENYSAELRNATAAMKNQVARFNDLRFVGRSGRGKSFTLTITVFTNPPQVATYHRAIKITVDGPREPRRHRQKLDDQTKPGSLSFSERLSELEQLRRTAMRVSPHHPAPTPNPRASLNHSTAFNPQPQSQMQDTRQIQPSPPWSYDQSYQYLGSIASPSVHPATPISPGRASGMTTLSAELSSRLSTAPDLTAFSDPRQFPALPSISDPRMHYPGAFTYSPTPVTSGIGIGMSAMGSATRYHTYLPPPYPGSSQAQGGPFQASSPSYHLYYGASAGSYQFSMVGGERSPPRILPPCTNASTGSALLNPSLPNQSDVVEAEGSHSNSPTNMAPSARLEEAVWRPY
Target sequence (Q13951 whole entry, looked up): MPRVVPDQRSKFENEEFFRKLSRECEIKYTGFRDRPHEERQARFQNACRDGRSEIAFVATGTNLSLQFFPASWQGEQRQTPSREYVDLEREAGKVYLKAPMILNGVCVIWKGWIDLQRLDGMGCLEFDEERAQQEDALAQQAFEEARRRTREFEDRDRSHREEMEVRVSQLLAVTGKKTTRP
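His-tagged CBF-beta and biotinylated RUNX1 (30 nM each) were premixed 20 min at room temperature, exposed to compound for 15 min, then given nickel-chelate and streptavidin AlphaScreen beads (50 ng each). After 90 min, AlphaScreen signal was read.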
HTT aggregate = inhibitors of mutant huntingtin aggregate formation in PC12 cells; AID 1688; PC12 HttQ103-GFP aggregates, Acumen cytometry, 40 h; Potency, µM (highest dose often 46.1 µM), without a hit: at the top dose activity change, negative = inhibition, actives largely listed as inhibitors; 220,000 compounds, 1.1% hits; also: potency is read from the fitted curve at half-maximal effect; % is scaled to controls: 0 for no effect and ±100 for the full control effect; nearly all actives have a fitted effect of over 60% in size
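Using laser scanning cytometry, GFP-positive aggregates were counted after lysis of PC12 cells induced with 100 nM tebufenozide to express HTT exon 1 Q103–GFP. Compounds were tested in titration.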
An asterisk follows results filed as active; u = inconclusive; x = not tested or not shown; & = joins results of further samples; [ ] = remark or other dose. Unless noted, calls follow the shape of the dose curve; as a rule, active = well fitted curve in the direction sought with a large enough effect; inconclusive = small, poorly fitted or top-dose-only effect, or another doubt; inactive = no such curve, though single readings can be large; an effect the other way counts as inactive or inconclusive.

| No. | molecule | GAA inh | GAA glycogen mod | Lamin A splicing | GAA spleen mod | HTT cytoprotect | CBFb-RUNX1 inh | HTT aggregate |
| --- | --- | --- | --- | --- | --- | --- | --- | --- |
| 1 | CCCCC(=O)Nc1ccc(C(=O)N2CCN(C)CC2)cc1 | u | 3% | -9% | -2% | 10%[10 µM] | 2% | 1% |
| 2 | Cc1cc(C)cc(OCC(=O)Nc2ccc(N3CCN(S(C)(=O)=O)CC3)cc2)c1 | u | -1% | -3% | 6% | -27% | 0% | 1% |
| 3 | O=C(N/N=C/c1c[nH]c2c1ccc1ccccc12)c1ccc([N+](=O)[O-])cc1 | 6% | 2% | -4% | 0% | -14%[10 µM] | 0% | 1% |
| 4 | O=C(NC(=S)Nc1ccccc1N1CCN(C(=O)c2ccccc2)CC1)c1cccs1 | x | -12% | x | -3% | -2%[10 µM] | 6% | 31%[9.22 µM] |
| 5 | Cc1cc(=O)oc2cc(OCc3ccc(C(=O)N4CCN(c5ccccc5)CC4)cc3)ccc12 | u | 6% | u | 0% | x | 2% | -22% |
| 6 | O=C(NCCO)c1cc2ccccc2cc1O | 1% | -1%&-23% | 2% | -1%&0% | -10% | 6%&-4% | -13% |
| 7 | CCOC(=O)c1ccc(NC(=O)CCSCCc2ccccn2)cc1 | -14% | 1% | x | 2% | -12% | 1% | -1% |
| 8 | CN(C)c1ccc(/C=N/N=C(N)N)cc1[N+](=O)[O-] | 14% | 10% | u | 0% | 19%[10 µM] | 3% | 24%[9.22 µM] |
| 9 | O=C1CC(c2ccc(F)cc2)Cc2nc(NCC3CCCO3)ncc21 (centres undefined) | 5% | 8% | 12% | -4% | -11% | 4% | -9% |
| 10 | C[C@@H](O)CCC[C@H](O)/C=C/[C@H]1[C@H](O)CC(=O)[C@@H]1C/C=C\CCCC(=O)O | x | x | x | 3% | 11% | 14% | x |
| 11 | COc1ccc(CNC(=O)CSCc2cccc(Cl)c2)cc1 | 5% | -11% | -4% | -6% | 15%[10 µM] | 1% | 18% |
| 12 | Cc1ccc(S(=O)(=O)N(CC(=O)NCCSc2ccccn2)c2cc(C)cc(C)c2)cc1 | u | 7% | 8% | -8% | -10% | 3% | -1% |
| 13 | CSc1ncccc1C(=O)Nc1ccc(S(=O)(=O)Nc2nccs2)cc1 | -6% | -3% | 15% | 5% | 10%[10 µM] | 11% | 14% |
| 14 | CCc1c(C)sc(NC(=O)/C=C/c2ccc3c(c2)OCO3)c1C(=O)OC | -3% | -15% | -17% | 1% | -3%[10 µM] | -2% | 16% |
| 15 | Cc1ccc(C(=O)Nc2ccc([N+](=O)[O-])cn2)o1 | -2% | -8% | u | 1% | x | 2% | -6% |
| 16 | Cc1ccc(-n2nc(C(=O)NCc3ccco3)c3c4ccccc4n(C)c3c2=O)cc1 | -1% | 4% | -5% | -7% | 20%[10 µM] | 7% | 5% |
| 17 | CC(=O)Nc1ccc(O)c(-c2nc3ccccc3s2)c1 | 13% | 5% | 2%[9.22 µM] | 7% | -33%[inhibitor] | -1% | -22% |
| 18 | CC(C)Oc1cccc(C(=O)NC(=S)Nc2ccc3c4c(cccc24)CC3)c1 | -1% | -4% | u | -2% | -7% | -1% | 11% |
| 19 | C=CCOc1cccc(CNc2cccc(C(=O)O)c2)c1 | x | 1% | x | -6% | 14%[10 µM] | 3% | -6%[9.22 µM] |
| 20 | Cc1nn2c(N3CCN(C)CC3)c3c(nc2c1-c1ccccc1)CCCC3 | 1% | 4% | x | -7% | -10%[10 µM] | 9% | 1%[9.22 µM] |
| 21 | O=C(NCCc1cccs1)C1CC(c2cccc([N+](=O)[O-])c2)=NO1 (centres undefined) | -8% | 12% | -7% | -2% | -12% | -2% | -5% |
| 22 | CN(C)c1cc(-c2cccc(NS(C)(=O)=O)c2)ncn1 | x | x | 10% | 2% | -164%[inhibitor] | x | x |
| 23 | O=C(Nc1nnc(-c2ccco2)s1)c1ccccc1 | -6% | -10% | 0% | -3% | -31%[inhibitor] | -1% | -7% |
| 24 | OC1CCCN(Cc2ccc3c(c2)Cc2ccccc2-3)C1 (centres undefined) | -1% | 0% | 8% | -4% | -13% | 5% | u |

Continued.
No.	smiles	GAA inh	GAA glycogen mod	Lamin A splicing	GAA spleen mod	HTT cytoprotect	CBFb-RUNX1 inh	HTT aggregate
25	CCc1ccc(/C=C\C(=O)N2CCc3ccccc3C2)cc1	-13%	8%	1%	-9%	-81%[inhibitor]	7%	u
26	CC#CCOC(=O)c1c(C)nc2sc3c(c2c1N)CC[C@@H](O)C3	x	x	x	1%	-43%&-11%[inhibitor][1.9 µM]	4%[21.7 µM]	x
27	C[C@]1(C(=O)NCc2cc(F)cc(C(F)(F)F)c2)C=C[C@@H](Cc2ccccc2)N1C(=O)c1ccccc1	-5%	-16%	u	-6%&-21%	15%	u	-19%
28	CC(=O)Nc1ccc2nc(NC(=O)COc3ccc(C)cc3)sc2c1	8%	u	3%[46 µM]	6%	-31%	-19%	0%
29	O=C(CSc1ccc2nnc(-c3ccncc3)n2n1)NCC1CCCO1 (centres undefined)	x	4%	x	2%	-17%[10 µM]	2%	-9%[9.22 µM]
30	CCC(=O)N(CCC(c1ccc(C)cc1)c1ccco1)Cc1ccco1 (centres undefined)	3%[15.4 µM]	-12%	x	5%	31%[10 µM]	-9%	30%[9.22 µM]
31	CC(C)(CC(=O)O)CC(=O)N1CCCN(c2nc3ccc(Cl)cc3s2)CC1	x	4%	x	1%	2%[10 µM]	4%	-14%[9.22 µM]
32	N#Cc1sc2nc(N3CCCCC3)c3c(c2c1N)CCCC3	0%	-10%	u	1%	7%[1.9 µM]	12%	-17%
33	O=C(COc1ccc(Cl)cc1)Nc1cnn(Cc2c(Cl)cccc2Cl)c1	-1%	16%	9%	-3%	-42%[inhibitor]	11%	3%
34	Cc1ccc(SCc2nnc(N)s2)cc1	-1%	8%	-14%	4%	21%[10 µM]	-2%	6%
35	CC1(C)CC(=O)C=C(NCCN2CCN(C(=O)Nc3ccc(Cl)c(Cl)c3)CC2)C1	-9%	2%	-4%	-6%	-3%	12%	10%
36	CCn1c(CNc2nc(-c3ccccc3)cs2)nnc1SCC(=O)NCc1ccco1	4%	3%	5%	-3%	9%[10 µM]	-14%	-11%
37	COc1cc(/C=N/N(C)c2ccccc2)cc(Cl)c1O	-18%	2%	u	-3%	-51%[inhibitor]	-19%	-6%
38	COC(=O)c1c(C)[nH]c(C(=O)/C=C/c2ccccc2)c1C	1%	9%	1%	-4%	-19%[10 µM]	-19%	27%
39	CC(C)(C)NC(=O)NC(=O)COC(=O)c1ccc2c(c1)S(=O)(=O)N=C1CCCCCN12	-6%	-4%	-11%	1%	-11%[10 µM]	6%	-17%
40	COc1ccccc1CN1C(=O)[C@@H]2C(CCC(N)=O)NC3(C(=O)Nc4c3ccc(Cl)c4C)[C@@H]2C1=O (some centres undefined)	1%	-5%	2%	2%	-17%[0.074 µM]	3%	17%
41	Cc1ccn2cc(-c3cccc(NC(=O)C(C)C)c3)nc2c1	14%	2%	-2%[46 µM]	9%	x	1%	x
42	COCCCNc1ncnc2c1[nH]c1ccccc12	1%	-1%	-17%	2%	4%	1%	7%
43	CCC(C)Nc1cc(C)nc2ncnn12 (centres undefined)	7%	5%	9%[46 µM]	-4%	-20%[10 µM]	1%	-15%[9.22 µM]
44	Cc1ccc(N(CC(=O)NC(C)(C)C)C(=O)CNC(=O)c2cccs2)cc1C	13%	-2%	u	0%	-14%[10 µM]	8%	-20%[9.22 µM]
45	O=C(NCc1ccco1)c1cc(-c2ccc(F)cc2)on1	4%	6%	u	-9%	-5%	4%	24%
46	COCCSc1ccccc1C(=O)Nc1ccc(Cl)cn1	8%	-6%	-7%	1%	-7%[10 µM]	2%	-3%
47	O=C(O)c1c(Cl)cccc1Cl	x	x	x	3%	10%	26%[21.7 µM]	x
48	Cc1c(NC(=S)NC(=O)c2sc3ccccc3c2Cl)cccc1C(=O)O	2%	5%	-17%[46 µM]	10%	-89%[inhibitor]	-11%	u
49	Nc1nnc(SCCCC(=O)c2ccccc2)s1	-2%	7%	-13%	-7%	14%[10 µM]	1%	-16%

Rewritten with two lines to a compound: part of the list above
The line under a structure holds: GAA inh | GAA glycogen mod | Lamin A splicing | GAA spleen mod | HTT cytoprotect | CBFb-RUNX1 inh | HTT aggregate
(25) CCc1ccc(/C=C\C(=O)N2CCc3ccccc3C2)cc1
    -13% | 8% | 1% | -9% | -81%[inhibitor] | 7% | u
(26) CC#CCOC(=O)c1c(C)nc2sc3c(c2c1N)CC[C@@H](O)C3
    x | x | x | 1% | -43%&-11%[inhibitor][1.9 µM] | 4%[21.7 µM] | x
(27) C[C@]1(C(=O)NCc2cc(F)cc(C(F)(F)F)c2)C=C[C@@H](Cc2ccccc2)N1C(=O)c1ccccc1
    -5% | -16% | u | -6%&-21% | 15% | u | -19%
(28) CC(=O)Nc1ccc2nc(NC(=O)COc3ccc(C)cc3)sc2c1
    8% | u | 3%[46 µM] | 6% | -31% | -19% | 0%
(29) O=C(CSc1ccc2nnc(-c3ccncc3)n2n1)NCC1CCCO1 (centres undefined)
    x | 4% | x | 2% | -17%[10 µM] | 2% | -9%[9.22 µM]
(30) CCC(=O)N(CCC(c1ccc(C)cc1)c1ccco1)Cc1ccco1 (centres undefined)
    3%[15.4 µM] | -12% | x | 5% | 31%[10 µM] | -9% | 30%[9.22 µM]
(31) CC(C)(CC(=O)O)CC(=O)N1CCCN(c2nc3ccc(Cl)cc3s2)CC1
    x | 4% | x | 1% | 2%[10 µM] | 4% | -14%[9.22 µM]
(32) N#Cc1sc2nc(N3CCCCC3)c3c(c2c1N)CCCC3
    0% | -10% | u | 1% | 7%[1.9 µM] | 12% | -17%
(33) O=C(COc1ccc(Cl)cc1)Nc1cnn(Cc2c(Cl)cccc2Cl)c1
    -1% | 16% | 9% | -3% | -42%[inhibitor] | 11% | 3%
(34) Cc1ccc(SCc2nnc(N)s2)cc1
    -1% | 8% | -14% | 4% | 21%[10 µM] | -2% | 6%
(35) CC1(C)CC(=O)C=C(NCCN2CCN(C(=O)Nc3ccc(Cl)c(Cl)c3)CC2)C1
    -9% | 2% | -4% | -6% | -3% | 12% | 10%

Screens from PubChem BioAssay.
